Screens deposited in PubChem by The Scripps Research Institute Molecular Screening Center.
PREPL inhibitor – PREPL enzyme inhibitors, primary screen, biochemical, fluorescence polarization; Prolyl endopeptidase-like (Homo sapiens), Q4J6C6; recombinant PREPL, fluorescence polarization activity-based probe; inhibition, % at 5.96 µM; actives 0.68% (n = 320,000); in the data active = inhibition above about 43%;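 also: 0% = enzyme with DMSO and 100% = wells lacking enzyme; many of its hits are not listed in these tables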
GSTO1 inh – inhibitors of recombinant GSTO1, primary screen, counter-screen for RBBP9 inhibitor project, biochemical, fluorescence polarization; Glutathione S-transferase omega-1 (Homo sapiens), P78417; activity-based probe fluorescence polarization; inhibition, % at 5.96 µM; actives 1.1% (n = 300,000);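 active = inhibition above the campaign mean inhibition plus 3 SD, cut at about 35% in these data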;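 also: 0% = GSTO1-1 with DMSO and 100% = wells lacking GSTO1-1 enzyme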
EBNA-1 inhibitor – EBNA-1 DNA-binding inhibitors, primary screen, biochemical, fluorescence polarization | AID 1950, 2009 | actives 0.34% (n = 300,000) | inhibition, % at 14.8 µM; in the data active = inhibition above about 28%
LYPLA2 counter – LYPLA2 inhibitors, primary screen, counter-screen for PME1 inhibitor project, biochemical, fluorescence polarization, FP-Rh probe ABPP; actives 0.38% (n = 320,000); recombinant LYPLA2; inhibition, % at 5.9 µM;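 active = inhibition above the screen-wide mean plus 3 SD, limit set per campaign, cut at about 26% in these data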;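 also: 0% = LYPLA2 with DMSO and 100% = wells lacking LYPLA2 enzyme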
PAFAH2 FP inh – PAFAH2 enzyme inhibitors, primary screen, biochemical, fluorescence polarization, human; Platelet-activating factor acetylhydrolase 2, cytoplasmic (Homo sapiens), Q99487; recombinant PAFAH2, FP-rhodamine activity probe; inhibition, % at 3.39 µM; actives 0.99% (n = 340,000);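 active = inhibition above the mean over all tested compounds plus 3 SD, cut at about 30% in these data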;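 also: inhibitors block probe labeling of enzyme so polarization drops; 0% = enzyme with DMSO and 100% = wells lacking PAFAH2 protein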
LYPLA1 counter – LYPLA1 inhibitors, primary screen, counter-screen for PME1 inhibitor project, biochemical, fluorescence polarization, FP-Rh probe ABPP; Acyl-protein thioesterase 1 (Homo sapiens), O75608; recombinant LYPLA1; inhibition, % at 5.9 µM; actives 0.16% (n = 320,000); AID 2174, 2009;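 active = inhibition above the mean of all tested compounds plus 3 SD, set per campaign, cut at about 14% in these data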;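 also: inhibitors block serine hydrolase probe labeling of LYPLA1 so polarization falls; 0% = enzyme with DMSO and 100% = wells lacking LYPLA1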
Target sequence (O75608 whole entry, looked up): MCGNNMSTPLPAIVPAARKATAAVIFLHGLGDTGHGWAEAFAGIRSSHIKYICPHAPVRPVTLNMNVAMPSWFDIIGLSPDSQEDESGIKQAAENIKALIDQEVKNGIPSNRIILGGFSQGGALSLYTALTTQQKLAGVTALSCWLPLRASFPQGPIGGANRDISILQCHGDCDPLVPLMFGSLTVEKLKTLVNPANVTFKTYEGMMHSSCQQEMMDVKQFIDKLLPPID
ZTA DNA inh – blocks Epstein-Barr virus ZTA, an EBNA-1 counter-screen; ZTA-DNA binding, fluorescence polarization; inhibition, % at 11 µM; AID 2234; P03206; actives 0.15% (n = 320,000); in the data active = inhibition above about 33%
PAFAH1B3 inh – PAFAH1B3 enzyme inhibitors, primary screen, biochemical, fluorescence polarization, human; recombinant PAFAH1B3, FP-rhodamine probe; inhibition, % at 3.39 µM; actives 0.28% (n = 340,000); Platelet-activating factor acetylhydrolase IB subunit alpha1 (Homo sapiens), Q15102; AID 492972, 2010;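 active = inhibition above the screen-wide average of all tested compounds plus 3 SD, cut at about 25% in these data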;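 also: 0% = enzyme with DMSO only and 100% = wells lacking PAFAH1B3 protein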
Target sequence (Q15102 whole entry, looked up): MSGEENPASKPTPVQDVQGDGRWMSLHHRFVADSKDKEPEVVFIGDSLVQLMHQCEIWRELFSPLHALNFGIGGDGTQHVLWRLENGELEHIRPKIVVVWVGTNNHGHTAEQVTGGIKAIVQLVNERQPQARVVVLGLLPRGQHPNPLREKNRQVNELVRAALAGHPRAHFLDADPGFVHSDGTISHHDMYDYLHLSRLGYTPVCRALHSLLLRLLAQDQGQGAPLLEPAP
PAD4 FP inh – human PAD4 inhibitors, primary screen, biochemical, fluorescence polarization, 1536-well format; recombinant PAD4, RCA probe fluorescence polarization; inhibition, % at 6.36 µM; actives 0.41% (n = 330,000); AID 485272, 2010;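 active = percent inhibition above a cutoff equal to the mean of all tested compounds plus 3 SD, cut at about 15% in these data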;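 also: 0% = PAD4 with RCA probe and DMSO and 100% = probe without PAD4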
Target sequence (Q9UM07 whole entry, looked up): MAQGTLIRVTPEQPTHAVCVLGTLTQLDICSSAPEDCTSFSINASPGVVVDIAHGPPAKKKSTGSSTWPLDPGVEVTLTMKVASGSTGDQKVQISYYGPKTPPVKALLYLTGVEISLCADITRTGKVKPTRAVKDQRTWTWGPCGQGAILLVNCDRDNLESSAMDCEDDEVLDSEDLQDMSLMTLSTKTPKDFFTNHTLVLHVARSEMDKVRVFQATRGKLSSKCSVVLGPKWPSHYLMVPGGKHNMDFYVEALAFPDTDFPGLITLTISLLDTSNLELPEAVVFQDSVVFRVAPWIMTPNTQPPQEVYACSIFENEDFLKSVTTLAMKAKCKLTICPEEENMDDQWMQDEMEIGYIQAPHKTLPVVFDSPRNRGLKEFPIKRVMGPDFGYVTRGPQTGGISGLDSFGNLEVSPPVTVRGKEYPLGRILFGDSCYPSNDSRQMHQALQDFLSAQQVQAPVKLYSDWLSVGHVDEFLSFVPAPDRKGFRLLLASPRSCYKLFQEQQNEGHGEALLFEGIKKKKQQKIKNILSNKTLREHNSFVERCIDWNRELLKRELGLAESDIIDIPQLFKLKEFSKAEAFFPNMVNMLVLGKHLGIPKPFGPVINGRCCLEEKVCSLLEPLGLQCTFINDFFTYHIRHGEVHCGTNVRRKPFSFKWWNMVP
Active calls of the source: *; nt = no result given; & = joins results of further samples. Some of the compounds tested; rates above refer to the full screens.

SMILES	PREPL inhibitor	GSTO1 inh	EBNA-1 inhibitor	LYPLA2 counter	PAFAH2 FP inh	LYPLA1 counter	ZTA DNA inh	PAFAH1B3 inh	PAD4 FP inh
Cc1cccc(C)c1OCC(=O)Nc1ccc(S(=O)(=O)Nc2ccccn2)cc1	-4	0	12	-4	-2	-4	4	0	-2
Cc1cccc(C)c1OCCN1C(=O)NC(C)(c2ccccc2)C1=O (stereo not drawn)	0	13	-4	5	2	0	-15	11	1
Cc1ccc(F)c([C@H]2C3C=CCC(c4ccccc4)C3C(=O)N2Cc2ccccc2)c1 (stereo partly drawn)	0	5	5	-12	-12	-6	16	-4	-5
c1ccc(OCCOCCSc2ncccn2)cc1	-7	5	7	-2	7	-5	-7	6	0
Cc1cc(Nc2cc(C)on2)n2ncnc2n1	8	8	-3	6	4	2	9	11	-2
O=c1c(F)cn(C2CCCO2)c(=O)n1Cc1ccccc1Cl (stereo not drawn)	13	6	4	8	-8	0	-24	5	-5
CSCCCN1CCC(n2nccc2NC(=O)CCCc2ccccc2)CC1	19	0	2	4	-2	1	2	7	2
Cn1c(=S)[nH]c2c(c1=O)C(C)(C)Cc1ccccc1-2	0	3	-3	-1	1	0	-3	3	-4
O=C(/C=C/c1ccc(S(=O)(=O)N2CCOCC2)cc1)NC(=S)NCCCn1ccnc1	4	-3	8	0	-1	5	5	0	0
c1ccc2c(CSc3nnc(-c4ccncc4)o3)cccc2c1	-6	5	4	16	11	-1	-1	6	0
CCCCCOC(=O)C(C)c1c(C)[nH]c(=S)[nH]c1=O (stereo not drawn)	-4	3	-3	3	-1	3	-14	7	0
COc1ccc(OC)c(NC(=O)CSc2ccc3nnc(-c4ccccn4)n3n2)c1	9	-5	-2	-2	3	0	3	3	-1
O=C(NCCN1C(=O)S/C(=C\c2ccc(F)cc2)C1=O)c1cccc(S(=O)(=O)N2CCOCC2)c1	16	-4	2	1	5	1	-6	1	-1
CCCCn1c(=N)n(CC(O)COc2ccc(C)cc2)c2ccccc21 (stereo not drawn)	-21	-1	-8	8	7	0	-1	2	-5
Fc1ccccc1/C=N/Nc1ncnc2ccccc12	43	4	19	3	-3	2	-10	7	-2
CCOC(=O)c1cc2[nH]c3ccccc3c2[n+](-c2ccc([N+](=O)[O-])cc2)c1C	19	0	-2	3	-2	-2	11	11	-3
COc1ccc(CN2CCn3ncc(C(=O)Nc4ccccc4)c3C2=O)cc1	9	8	2	9	0	-1	18	1	1
O=C(Cn1ccc2ccccc2c1=O)NCCC(=O)Nc1cccc(Cl)c1	-2	3	-2	1	-4	-1	17	-3	1
CCN(CC(=O)Nc1cc(Cl)ccc1C)C(=O)CCc1nc2ccccc2c(=O)[nH]1	0	nt	nt	6	1	0	5	-4	0
O=C1C2CCCCC2C(=O)N1c1ccc(NC2CCCCC2)c([N+](=O)[O-])c1 (stereo not drawn)	-4	-2	-5	7	-4	-1	-4	8	12
CC(C)[C@H](NC(=O)[C@H](CC(=O)O)NC(=O)[C@H](CCCCN)NC(=O)[C@@H](N)CCCN=C(N)N)C(=O)N[C@@H](Cc1ccc(O)cc1)C(=O)O	-4	7	6	-1	nt	-1	-2	nt	2
CC1CCCN(C(=O)Cn2nnc(-c3ccc([N+](=O)[O-])cc3)n2)C1 (stereo not drawn)	9	0	-5	0	4	4	6	16	1
CCCOc1ccc2c(CC)cc(=O)oc2c1C	-9	-2	3	-5	8	-7	-1	12	4
Cc1ccccc1NS(=O)(=O)c1cccc2nonc12	0	4	-2	9	-1	-2	5	4	-1
Cc1ccc(NC(=O)C2CCN(S(=O)(=O)c3cccc4nonc34)CC2)nc1	10	-3	1	-3	6	-2	6	3	-1
O=C1c2ccccc2C(Nc2ccc(Cl)cn2)N1c1ccccn1 (stereo not drawn)	4	0	-9	-4	-2	-3	-10	-1	-3
Cc1ccc(SCCC(=O)N2CCOCC2)cc1	8	6	10	2	3	1	-3	0	1
Cc1ccc(S(=O)(=O)N(CC(=O)N2CCc3ccccc3C2)c2cccc(Cl)c2)cc1	-103	-1	9	-5	1	-5	-3	6	1
O=C(O)Cn1cnc2c(oc3ccccc32)c1=O	9	-13	-14	-4	-1	1	-5	-1	-8
CCCCN(CC)CCNC(=O)c1cn(CCOC)c(=O)c2c1c1ccccc1n2C	2	1	2	-6	-2	-7	-12	8	5
CCOC(=O)N1CCC(NC(=O)c2cc(S(=O)(=O)N3CCc4ccccc43)cn2C)CC1	-3	-1	3	4	1	3	3	-3	0
CC12CC(NC(=O)N1c1cccc(C(=O)N3CCN(c4ccccn4)CC3)c1)c1ccccc1O2 (stereo not drawn)	4	-7	14	-6	0	-3	9	4	2
CCn1c(SC)nnc1-c1nn(-c2ccccc2)ccc1=O	0	2	9	-5	-2	-3	14	8	-2
CN(c1ccc(C(=O)Nc2ccc(S(=O)(=O)N3CCCC3)cc2)cc1)S(C)(=O)=O	-6	-4	5	3	nt	-5	8	nt	0
CC(=O)CCc1oc2ccc([N+](=O)[O-])cc2c1-c1ccc(C)o1	-1	3	8	-5	3	-2	1	13	1
CC(=O)c1ccc(N(C(=O)c2ccco2)C(C(=O)NC2CCCC2)c2ccc(N3CCOCC3)cc2)cc1 (stereo not drawn)	-2	4	-12	2	-2	2	0	0	-1
O=C1CC(N2CCC(c3nc4ccccc4o3)CC2)C(=O)N1c1ccc(Cl)c(C(F)(F)F)c1 (stereo not drawn)	17	-1	3	27*	5	-1	-11	4	-2
O=C(Nc1cccc(-c2cn3ccccc3n2)c1)c1ccccc1	-13	-4	-3	1	-9	-1	4	-1	-9
COc1ccc(-n2nc(C(=O)NCC(=O)N3CCN(C)CC3)c3ccccc3c2=O)cc1OC	24	-5	2	7	12	1	-15	3	-4
CC1CCCN(C(=O)c2ccc(NS(=O)(=O)c3cccc([N+](=O)[O-])c3)cc2)C1 (stereo not drawn)	-5	3	11	-2	0	-2	-5	8	-5

Shown field by field: entries from further up
> CC(=O)CCc1oc2ccc([N+](=O)[O-])cc2c1-c1ccc(C)o1
  PREPL inhibitor: -1
  GSTO1 inh: 3
  EBNA-1 inhibitor: 8
  LYPLA2 counter: -5
  PAFAH2 FP inh: 3
  LYPLA1 counter: -2
  ZTA DNA inh: 1
  PAFAH1B3 inh: 13
  PAD4 FP inh: 1

> CC1CCCN(C(=O)c2ccc(NS(=O)(=O)c3cccc([N+](=O)[O-])c3)cc2)C1 (stereo not drawn)
  PREPL inhibitor: -5
  GSTO1 inh: 3
  EBNA-1 inhibitor: 11
  LYPLA2 counter: -2
  PAFAH2 FP inh: 0
  LYPLA1 counter: -2
  ZTA DNA inh: -5
  PAFAH1B3 inh: 8
  PAD4 FP inh: -5

The results go on:
SMILES	PREPL inhibitor	GSTO1 inh	EBNA-1 inhibitor	LYPLA2 counter	PAFAH2 FP inh	LYPLA1 counter	ZTA DNA inh	PAFAH1B3 inh	PAD4 FP inh
CCC1(CC)C(=O)NN(c2ccccc2)C1=O	-10	6	-3	-2	-5	2	-7	0	4
Cc1ccc(Cn2cnc3sc4c(c3c2=O)CCC4)c(C)c1	23	-7	-10	1	-1	3	-7	0	-9
O=C(C1CC1)N1N=C(c2cccc(Br)c2)CC1(O)C(F)(F)F (stereo not drawn)	-13	5	-1	-7	-1	-2	-14	13	-1
O=c1[nH]c2ccccc2c(=O)n1Cc1ccco1	5	-2	1	9	7	4	-8	1	-4
CCOc1ccc(NC(=O)c2sc(NC(C)=O)c(C(=O)OC)c2C)cc1	-1	4	-3	4	-7	2	5	8	-7
Cc1ccccc1C(=O)c1cccn1CC(=O)NC1CCCC(C)C1C (stereo not drawn)	24	8	1	-5	0	-2	-18	10	-1
CC(=O)NS(=O)(=O)c1ccc(NC(=O)c2cc3c(=O)n4ccccc4nc3s2)cc1	4	-3	-3	1	16	-1	9	12	6
COc1ccc(NS(=O)(=O)c2csc(C(=O)N3CCCC3)c2)cc1	9	3	-1	-3	11	0	12	4	2
O=C(Nc1cccc(S(=O)(=O)N2CCCCCC2)c1)C1=COCCO1	-2	7	1	-5	7	-2	19	4	0
COc1ccc(OC)c(N(CC(=O)Nc2cccnc2)S(=O)(=O)c2ccc(OC)c(OC)c2)c1	13	0	-1	1	0	1	3	4	-4
OC(CNCc1ccccc1)(c1ccccc1)c1ccccc1	11	2	12	8	5	1	10	-4	-5
O=C(CC1CCCCC1)NCc1ccccc1	7	2	0	4	-4	2	-1	9	4
CCN(CC)c1ccc2cc(-c3nc4ccccc4n3C)c(=O)oc2c1	26	3	-3	-5	4	3	5	-2	-5
CCn1c(C)nc2cc(C(=O)NN=C(C)c3ccc(C#N)cc3)ccc21	14	nt	nt	nt	5	nt	nt	10	-2
Cc1ccc(S(=O)(=O)N2CCCCC2)cc1NC(=O)C1CCC1	10	nt	nt	4	7	2	-4	5	0
CCOc1ccc(S(=O)(=O)N2CCCC(C(=O)NCc3cccnc3)C2)cc1 (stereo not drawn)	-1	12	2	9	2	5	-2	7	-2
CCCCS(=O)CC(COC)OC(=O)c1ccccc1 (stereo not drawn)	7	6	-5	0	0	-2	-4	2	0
CCNNC(=O)C(O)(c1cccc(C)c1)c1cccc(C)c1	-1	-2	3	-2	-3	0	-3	-1	3
O=C(c1cc(-c2cccnc2)nc2ccccc12)N1CCN(S(=O)(=O)c2cccs2)CC1	-3	nt	nt	8	-4	0	-12	-4	-1
O=C(COc1cccc2ccccc12)NNC(=O)c1cnccn1	-2	-1	-7	0	-1	-1	-7	-2	-2
CCN=c1scc(-c2ccc3c(c2)NC(=O)CO3)n1N=C1CCCC1	23	-3	-3	3	8&-2	1	-10	-1&4	-6
CC1=CC(C)=Nc2ccc(C)cc2N1	13&5	3&12	11&-1	1&-9	-3&4	0&-1	2&-2	8&7	-2&-10
COc1cc2ccccc2cc1C(=O)N1CCN(C(C)=O)CC1	9	1	-9	2	13	2	1	-4	-6
Cn1c(-c2cccs2)[n+](C)c2ccccc21	4	15	-2	-2	-14	0	8	11	-7
Cc1nc(SCC(=O)c2c(N)n(C3CC3)c(=O)[nH]c2=O)[nH]c(=O)c1CCO	9	nt	nt	1	0	1	-23	2	0
CCN(CC)CCN(C(=O)c1ccc2ncsc2c1)c1nc2cc3c(cc2s1)OCO3	24	-3	-1	-3	-3	-4	4	11	22*
CCOC(=O)C(C)Sc1ncc(-c2ccccc2)cn1 (stereo not drawn)	1	-6	-2	5	2	4	79*	0	-7
CCCC(=O)Nc1nnc(CC(=O)N2CCCC2)s1	-13	2	0	1	9	2	-1	2	3
CCc1ccc(C2C(C#N)=C(N)N(N3CCOCC3)C3=C2C(=O)CC(C)(C)C3)s1 (stereo not drawn)	16	7	0	5	0	1	1	5	-3
Cn1c(SCc2cccc([N+](=O)[O-])c2)nc2ccccc2c1=O	18	nt	nt	21	6	-8	5	8	-2
O=C1OC(c2ccccc2)=C/C1=C/c1cccs1	10	-1	-1	2	2	3	10	10	1
CC(C)(C)OC(=O)NCCCCCNC(=O)c1[nH]cnc1C(=O)N[C@@H](Cc1ccccc1)C(=O)OC(C)(C)C	8	nt	nt	nt	-18	nt	nt	-1	-3
CCCCSC1=N/C(=C/c2ccsc2)C(=O)N1c1ccccc1	5	-5	-3	-9	6	-3	17	-3	-3
O=C(Nc1cccc(-c2cscn2)c1)C1CCN(Cc2ccsc2)CC1	-1	-5	12	1	2	3	1	3	1
COc1ccc(-c2cc(C)no2)cc1S(=O)(=O)N1CCOc2ccccc21	0	8	2	-4	4	-7	9	2	1
CCN(CC)S(=O)(=O)c1cccc(NC(=O)c2ccc(Br)cc2)c1	5	-8	-3	-18	6	-9	-12	-3	-1
